Compound activity (PubChem)
Runt-CBFb FRET = blocks binding of human RUNX1 Runt domain to CBFb; Q01196+Q13951; Cerulean-Runt/Venus-CBFb FRET ratio 530/480, 1 h; inhibition, % at 20 µM; 0.46% of 220,000 active;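 active = inhibition over about 50% at 20 µM in the single-dose screen, limit read from the data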;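 also: 0% = DMSO wells and 100% = excess unlabeled CBFb competitor control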
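System: Cerulean-labeled Runt domain protein | Quantity: 100 nM of each labeled protein | Schedule: 1 h compound exposure, room temperature | Detection: Fluorescence energy transfer, 422 nm excitation, 530/480 nm emission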
Runt-SMMHC FRET = blocks binding of human RUNX1 Runt domain to CBFb-SMMHC; Q01196+Q13951; Cerulean-Runt/Venus-CBFb-SMMHC FRET ratio 530/480, 1 h; inhibition, % at 20 µM; 0.74% of 220,000 active; AID 1434;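 active = mean inhibition across duplicate retests at 20 µM reaching about 50%, limit read from the data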;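 also: 0% = DMSO wells and 100% = wells with excess untagged CBFb-SMMHC; inhibitors lower the FRET ratio by blocking Runt binding to CBFb-SMMHC; some results filed as inactive read as strong as hits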
Furin inh = human furin inhibition | inhibition, % at 30 µM | purified furin, fluorogenic substrate cleavage | P09958 | 0.061% of 220,000 active; in the data active = inhibition above about 25%; also: inactives centre near -15
Tb hexokinase = blocks Trypanosoma brucei hexokinase 1 activity; 0.11% of 220,000 active; recombinant TbHK1, G6PDH-coupled NADH A340; inhibition, % at 10 µM; AID 1430;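 active = inhibition of 50% or more in the single-dose primary screen; inactive = inhibition below 50%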
p47phox inh = blocks human p47phox regulatory protein of NADPH oxidases. p47phox/p22phox peptide binding, fluorescence polarization, 2 h. inhibition, % at 24.7 µM. 0.53% of 220,000 active. AID 1274;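 active = inhibition above about 30%, limit read from the data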;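 also: 0% = p47phox with labelled peptide and 100% = labelled peptide alone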
Target sequence (P14598 whole entry, looked up): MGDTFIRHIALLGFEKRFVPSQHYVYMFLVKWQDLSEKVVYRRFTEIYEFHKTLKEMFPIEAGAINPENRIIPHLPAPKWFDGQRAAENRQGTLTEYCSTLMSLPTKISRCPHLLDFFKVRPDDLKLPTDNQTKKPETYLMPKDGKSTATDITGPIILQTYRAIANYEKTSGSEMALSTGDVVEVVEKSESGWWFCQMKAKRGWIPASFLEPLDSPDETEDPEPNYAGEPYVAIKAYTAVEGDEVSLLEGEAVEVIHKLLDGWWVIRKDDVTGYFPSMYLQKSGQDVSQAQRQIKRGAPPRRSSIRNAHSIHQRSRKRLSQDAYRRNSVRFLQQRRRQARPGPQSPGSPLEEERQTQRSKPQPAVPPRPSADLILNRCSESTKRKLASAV
m-calpain inh = blocks pig calpain II enzyme activity; inhibition, % at 16 µM; purified calpain II, fluorogenic peptide substrate, 30 min; 0.37% of 220,000 active;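 active = inhibition above about 50%, limit read from the data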
EBV gp42 inh = blocks Epstein-Barr virus glycoprotein 42 binding; Q1HVG2; Fluorescence polarization binding assay, mP read-out; inhibition, % (tested at 21.74 µM); 0.42% of 220,000 active; in the data active = inhibition above about 50%
Target sequence (Q1HVG2 whole entry, looked up): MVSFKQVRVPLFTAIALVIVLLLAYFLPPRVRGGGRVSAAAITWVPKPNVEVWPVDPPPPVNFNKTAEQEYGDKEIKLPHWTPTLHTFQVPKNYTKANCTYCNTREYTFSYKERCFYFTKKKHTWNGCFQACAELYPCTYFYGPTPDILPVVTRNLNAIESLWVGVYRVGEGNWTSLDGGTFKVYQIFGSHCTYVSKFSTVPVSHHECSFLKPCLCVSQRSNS
p97 ATPase inh = inhibitors of human p97 ATPase; recombinant p97 ATPase, Kinase-Glo ATP luminescence, 3 h; P55072; inhibition, % at 8 µM; AID 1481; 0.42% of 220,000 active; in the data active = inhibition above about 15%;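 also: 0% = DMSO vehicle and 100% = wells lacking enzyme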
RBBP9 inhibitor = inhibitors of human serine hydrolase RBBP9; O75884; recombinant RBBP9, FP-Rh probe fluorescence polarization; inhibition, % at 7.94 µM; 0.2% of 220,000 active;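 active = inhibition above the campaign mean of all tested compounds plus 3 SD, cut at about 14% in these data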;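 also: plate controls were DMSO wells with RBBP9 for no effect and wells lacking RBBP9 protein for full effect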
Target sequence (O75884 whole entry, looked up): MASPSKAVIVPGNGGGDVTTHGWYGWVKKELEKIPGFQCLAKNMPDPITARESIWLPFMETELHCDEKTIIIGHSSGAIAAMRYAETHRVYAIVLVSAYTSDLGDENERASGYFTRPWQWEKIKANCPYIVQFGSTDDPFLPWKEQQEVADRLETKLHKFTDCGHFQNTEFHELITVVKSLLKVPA
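Measured by – fluorescence polarization · Test system – RBBP9 protein · Input – 2.5 µM RBBP9 dispensing solution, before mixing · Measure – percent inhibition from mP, scaled between DMSO and no-protein wells · Benchmarks – DMSO-treated enzyme wells and wells lacking RBBP9 · Times – preincubation 30 min plus labeling 45 min at 25 °C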
* marks the source's active call; other numbers are inactive results; · = no result given; [ ] = remark or other dose.

Results follow in this order: Runt-CBFb FRET | Runt-SMMHC FRET | Furin inh | Tb hexokinase | p47phox inh | m-calpain inh | EBV gp42 inh | p97 ATPase inh | RBBP9 inhibitor
1) O=C(c1ccc(C(F)(F)F)cc1)C1CCCN(C(=O)c2csnn2)C1 (stereo not given)
 : -4 | 6 | -38 | -5 | -5 | 20 | -4 | 1 | 3
2) O=C(OCC(=O)c1ccc[nH]1)c1ccc(S(=O)(=O)N2CCCCC2)cc1
 : -1 | -2 | -2[20 µM] | 2 | -15 | 31 | -15 | 0 | 4
3) CCC[N+](C)(C)C(C)C(OC(C)=O)c1ccccc1 (stereo not given)
 : -15 | 5 | -4 | 0 | -4 | -19 | -58 | 1 | 3
4) O=C(O)/C=C/c1ccc(S(=O)(=O)N2CCN(CCN3C(=O)C4C5C=CC(C5)C4C3=O)CC2)cc1 (stereo not given)
 : 2 | -1 | -30 | -7 | -6 | -26 | -2 | 5 | -4
5) Cc1ncc([N+](=O)[O-])n1CC(=O)NC1CCCCCC1
 : 0 | 3 | -22 | -7 | -3 | 11 | -3 | 3 | -5
6) CC(=O)Nc1cccc(S(C)(=O)=O)c1
 : 0 | 0 | -17 | -3 | -4 | -7 | -3 | 1 | 10
7) CCOC(=O)c1c(C)oc2c(F)c(F)c(F)c(F)c2c1=O
 : -1 | 0 | -11 | -1 | -7 | -15 | -21 | 9 | 4
8) CCOc1ccc(C2c3[nH]c4ccccc4c3CCN2Cc2cccn2-c2ncccn2)cc1 (stereo not given)
 : -5 | 7 | 3 | -10 | -16 | -49 | -1 | 8 | -10
9) COc1ccccc1CNC(=O)C1CCC(CNc2c(N3CCC(C)CC3)c(=O)c2=O)CC1 (stereo not given)
 : -1 | 2 | -28 | 11 | -14 | 10 | -21 | 1 | -8
10) CCOC(=O)NC(=O)COC(=O)CNC(=O)c1ccc(OCC)c(OCC)c1
 : -1 | -6 | -29 | 1 | -10 | -11 | -16 | 2 | -5
11) C=CCN1C(=O)S/C(=C/c2ccsc2)C1=O
 : 0 | 0 | -14[20 µM] | -37 | -8 | 0 | -6 | 2 | -5
12) CCCc1cc(=O)[nH]c(SCC(=O)c2cc(C)n(C3CC3)c2C)n1
 : -4 | -1 | -17[20 µM] | -5 | 0 | 19 | -12 | -8 | -12
13) COc1cccc(NS(=O)(=O)c2ccc3c(c2)n(C)c(=O)c(=O)n3C)c1
 : 0 | 4 | -10[20 µM] | -13 | -4 | 2 | -5 | 0 | 3
14) CC(C)(C)n1nnnc1C(c1cccs1)N(Cc1cccnc1)Cc1ccco1 (stereo not given)
 : -2 | -13 | -26[20 µM] | -5 | -25 | 13 | 9 | -3 | -10
15) CCN1C(=O)c2ccccc2S(=O)c2ccc(C(=O)N3CCN(C(=O)c4ccco4)CC3)cc21 (stereo not given)
 : 0 | 2 | -20 | 1 | -21 | -17 | -15 | 2 | 3

Gathered by group: the compounds so far containing a carbonyl joined to an NH by a bond outside any ring (4)
Results follow in this order: Runt-CBFb FRET | Runt-SMMHC FRET | Furin inh | Tb hexokinase | p47phox inh | m-calpain inh | EBV gp42 inh | p97 ATPase inh | RBBP9 inhibitor
5) Cc1ncc([N+](=O)[O-])n1CC(=O)NC1CCCCCC1
 : 0 | 3 | -22 | -7 | -3 | 11 | -3 | 3 | -5
6) CC(=O)Nc1cccc(S(C)(=O)=O)c1
 : 0 | 0 | -17 | -3 | -4 | -7 | -3 | 1 | 10
9) COc1ccccc1CNC(=O)C1CCC(CNc2c(N3CCC(C)CC3)c(=O)c2=O)CC1 (stereo not given)
 : -1 | 2 | -28 | 11 | -14 | 10 | -21 | 1 | -8
10) CCOC(=O)NC(=O)COC(=O)CNC(=O)c1ccc(OCC)c(OCC)c1
 : -1 | -6 | -29 | 1 | -10 | -11 | -16 | 2 | -5

Continued.
Results follow in this order: Runt-CBFb FRET | Runt-SMMHC FRET | Furin inh | Tb hexokinase | p47phox inh | m-calpain inh | EBV gp42 inh | p97 ATPase inh | RBBP9 inhibitor
16) O=C(NCC(=O)N(c1ccccc1)C(C(=O)NC1CCCCC1)c1cccnc1)c1cccs1 (stereo not given)
 : -1 | -2 | -26 | -9 | -2 | -13 | 0 | -1 | -6
17) O=[N+]([O-])c1ccc(C(=S)N2CCN(Cc3ccccc3)CC2)cc1
 : 2 | 1 | -25[20 µM] | -4 | 2 | 6 | 1 | 1 | -6
18) CC(C)c1ccc(N(CC(=O)NCc2ccc(F)cc2)C(=O)c2csnn2)cc1
 : -2 | -90 | -20 | 0 | 7 | 8 | -2 | -1 | -5
19) COC(=O)c1cc([N+](=O)[O-])c(-n2cncn2)c([N+](=O)[O-])c1
 : · | · | -18 | -7 | 0 | 2 | -5 | 5 | -9
20) O=C(NCc1ccco1)c1cc2n(n1)C(C(F)(F)F)CC(c1ccc(F)cc1)N2 (stereo not given)
 : -7 | -5 | 4[20 µM] | -1 | -9 | -14 | -12 | 13 | 2
21) Cc1ccc(NC(=O)Cn2cc(C(F)(F)F)cc(Cl)c2=O)cc1Cl
 : 0 | 0 | -13 | -8 | 9 | -31 | 1 | -1 | 0
22) Cc1ccc(C(=O)Nc2cccc(C(=O)O)c2)cc1S(=O)(=O)N1CCCCC1
 : -1 | -7 | -16 | 0 | -1 | 6 | -15 | 5 | -1
23) O=C(Nc1nc(-c2ccccc2)cs1)C1CCCN(S(=O)(=O)c2ccccc2)C1 (stereo not given)
 : -1 | -3 | -34 | -1 | -37 | -52 | -2 | 4 | -37
24) CC(=O)Nc1cccc(NC(=O)C2CCCN2C(=O)Nc2cccc(F)c2)c1 (stereo not given)
 : -1 | -3 | -19 | 3 | -3 | -27 | -14 | -1 | -5
25) CSC1=N/C(=C\c2c(F)cccc2Cl)C(=O)S1
 : 2 | 2 | -10 | -9 | -3 | -24 | -12 | 0 | -11
26) COc1cccc(C(=O)N(Cc2cc3cc(C)ccc3[nH]c2=O)CC2CCCO2)c1 (stereo not given)
 : 1 | 4 | -6 | -16 | -27 | -52 | -23 | 4 | -2
27) CCOC(=O)C1(Cc2cccc(OC)c2)CCN(Cc2cnc(N)nc2)CC1
 : 1 | 0 | -28 | 0 | 3 | -29 | -5 | 1 | -5
28) Clc1ccc(-c2noc(CCCOc3ccccc3)n2)cc1
 : -1 | -6 | -7[20 µM] | -1 | -8 | 3 | -1 | -5 | -3
29) Cc1c(N=Cc2ccc(O)c(Br)c2)cccc1[N+](=O)[O-]
 : 3 | 3 | -14 | -29 | 2 | 6 | -9 | 3 | -9
30) CCCc1cc(C(=O)NCc2cccs2)no1
 : 1 | -2 | -13 | -4 | -24 | -13 | -10 | 4 | -5
31) Clc1ccc(Cc2noc(CN3CCN(c4ccccc4)CC3)n2)c(Cl)c1
 : 0 | -2 | -14[20 µM] | -7 | -13 | 12 | -12 | -6 | -7
32) COc1ccccc1OCCc1nnc(N)s1
 : 4 | 0 | -10[20 µM] | 2 | -25 | 0 | -15 | 2 | 3
33) N/C(Cn1cncn1)=N\NC(=O)C(=O)Nc1ccccc1
 : -1 | 1 | -21 | 3 | -12 | -22 | 0 | 3 | -6
34) OCCC1CN(Cc2cccn2-c2ccccn2)CCN1C1CCCCC1 (stereo not given)
 : 2 | -3 | -28 | -7 | -1 | -6 | 4 | 2 | -5
35) O=C(O)c1ccc(CSc2nnc(Cc3ccccc3)o2)cc1
 : -1 | 0 | -12[20 µM] | 0 | -1 | -17 | 1 | 0 | 4
36) CN(C)/C=N/C(=S)Nc1ccc(Br)cc1F
 : 0 | 0 | -9[20 µM] | -10 | -10 | 30 | -11 | 1 | 1
37) CCCN1CCN(C(=O)Cn2c(=O)oc3cc(S(=O)(=O)NCc4ccccc4)ccc32)CC1
 : 0 | 4 | -22 | -3 | -9 | 16 | -14 | 2 | 0
38) CCOC(=O)C1CCN(c2ncnc3c2oc2ccc(Br)cc23)CC1
 : -9 | -8 | -19 | -10 | 49* | 0 | -21 | -1 | -8
39) Cc1cc(C(=O)COC(=O)Cc2n[nH]c(=O)c3ccccc23)c(C)n1-c1ccc2c(c1)OCO2
 : 6 | 0 | -17 | -2 | -11 | -96 | 1 | 9 | -6
40) Cc1sc(NC(=O)CN(Cc2ccccc2)C(=O)C2CC2)c(C(N)=O)c1C
 : -1 | 3 | -9 | -1 | -8 | -9 | -16 | 6 | 0
41) CC1(C)Cc2ccccc2C(/C(=N/O)C(N)=O)=N1
 : 0 | 4 | -11 | -1 | 6 | 14 | -26 | 1 | -2
42) Cc1ccc(C(=O)NCC(=O)OCC(=O)NC(C)c2ccccc2)s1 (stereo not given)
 : 0 | 2 | -12 | 3 | 1 | 9 | -3 | 6 | -6
43) N#Cc1cccc(-c2nnc(SCc3ccccc3C#N)o2)c1
 : 0 | -7 | 2 | 2 | -6 | 11 | 0 | -10 | -10
44) CCN(CC)S(=O)(=O)N1CCC(C(=O)NCCN2CCOCC2)CC1
 : 0 | -8 | -30 | 3 | 0 | -8 | -8 | 3 | -5
45) CN1CCN(C(=O)CCn2nc(-c3ccccc3)c3ccccc3c2=O)CC1
 : 2 | 1 | -12[20 µM] | -3 | -4 | 15 | -15 | -9 | -8
46) COc1cccc(C(=O)N2CCN=C2SC)c1
 : -1 | -3 | -15 | 0 | -2 | -14 | -12 | 4 | -4
47) NC(=O)c1ccccc1OCC(=O)Nc1ccc(Cl)c(Cl)c1
 : 0 | 1 | -19 | -3 | -4 | -1 | -2 | 3 | -6
48) COc1ccc(CNc2ccc(C)c(C)c2)cc1
 : 2 | 6 | -19 | 0 | 6 | 2 | -8 | 4 | -6
49) O=S(=O)(Nc1ccc(S(=O)(=O)N2CCCCCC2)cc1)c1cccs1
 : -1 | -3 | -4[20 µM] | 34 | 1 | -6 | 1 | -5 | -10
50) Oc1cccc(Nc2ncnc3ccccc23)c1
 : -1 | -1 | -19[20 µM] | -19 | -6 | -35 | -7 | 5 | -5
51) O=c1[nH]cnc2c1ncn2Cc1ccc([N+](=O)[O-])cc1
 : 2 | -2 | -15 | 4 | 5 | 3 | 4 | -1 | 4
52) Cc1cc(=O)[nH]c(SCc2cc(Cl)ccc2OC(F)F)n1
 : -2 | 5 | -17 | 5 | -17 | 41 | 4 | 3 | -9
53) CN(CC(=O)NCc1cccnc1)S(=O)(=O)c1ccc2c(c1)c(=O)n(C)c(=O)n2C
 : 1 | -6 | -35 | -5 | -19 | 14 | -2 | -3 | -7
54) Cc1ccc2c(c1)nc(-n1nc(C)cc1C)c1nnnn12
 : -1 | 2 | -24 | -17 | 6 | -18 | -11 | 2 | -2
55) CC(C)C(NC(=O)C1CCC(C(C)(C)C)CC1)C(=O)NCCCN1CCCCC1 (stereo not given)
 : -1 | 2 | -21 | 6 | 0 | -13 | -6 | 2 | -3
56) Cc1ccc(/C=N/n2c(=O)c(C(C)(C)C)nn3cnnc23)cc1
 : 3 | -8 | -9 | -4 | -4 | 5 | 2 | -3 | -2
57) CCc1ccc(NC(=O)Cn2c3[n+](c4c(F)c(F)ccc42)CCCCC3)cc1
 : 2 | -4 | -23 | 8 | 3 | -19 | -13 | 4 | -5
58) Cc1ccc(OCc2nnc(SCc3cc(=O)[nH]c4ccccc34)o2)cc1
 : -5 | -4 | -24 | 0 | -14 | -7 | -4 | -2 | -5
59) O=[N+]([O-])c1c(Nc2ccccc2)ccc2nonc12
 : 1 | -2 | -7[20 µM] | -4 | -1 | 1 | -1 | 4 | -6
60) C=CCc1cc(C=O)cc(OC)c1OCc1c(Cl)cccc1Cl
 : -2 | -1 | -8 | 2 | -9 | -28 | -26 | -3 | -6
61) COC(=O)c1cc(S(=O)(=O)N2CCOCC2)c(Cl)cc1N1CCOCC1
 : 1 | -1 | -25[20 µM] | -14 | -8 | -10 | -30 | 4 | 2
62) O=C(CCc1c[nH]c2ccccc12)NC1CC1
 : -1 | -4 | -5[20 µM] | 1 | -10 | -3 | -21 | -3 | -4
